Screening data: PubChem, National Center for Advancing Translational Sciences (NCATS)
HT1080 IDH1KD tx = qHTS for induction of synthetic lethality in tumor cells producing 2HG: qHTS for the HT-1080-IDH1KD cell line; HT-1080 IDH1 knockdown viability, ATP luminescence, 48 h; Potency, µM (highest dose often 46.1 µM), for inactives: top-dose activity, negative = toxicity, actives largely listed as cytotoxic; 2% of 360,000 active; AID 686971, 2013;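 further: 0% = DMSO wells and -100% = cell-free medium wells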
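Using the IDH1-knockdown HT-1080 line run in the same batch and compound series as the NT line, viability after 48 h at 37 °C was determined by CellTiter-Glo luminescence and expressed as % activity.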
GLP-1R inv ag = qHTS of GLP-1 Receptor Inverse Agonists (Inhibition Mode); HEK293 GLP-1R CRE-luciferase, luminescence, 24 h; GLP-1R form is constitutively active; Potency, µM (titrated, usually from 38.3 µM), without a hit: at the highest dose activity change, negative = inhibition, usual class: inhibitors; 1.6% of 410,000 active; further: on the % scale 0 is the no-effect control and ±100 the full control effect; nearly all actives have a fitted effect of over 55% in size
Target sequence (P43220 whole entry, looked up): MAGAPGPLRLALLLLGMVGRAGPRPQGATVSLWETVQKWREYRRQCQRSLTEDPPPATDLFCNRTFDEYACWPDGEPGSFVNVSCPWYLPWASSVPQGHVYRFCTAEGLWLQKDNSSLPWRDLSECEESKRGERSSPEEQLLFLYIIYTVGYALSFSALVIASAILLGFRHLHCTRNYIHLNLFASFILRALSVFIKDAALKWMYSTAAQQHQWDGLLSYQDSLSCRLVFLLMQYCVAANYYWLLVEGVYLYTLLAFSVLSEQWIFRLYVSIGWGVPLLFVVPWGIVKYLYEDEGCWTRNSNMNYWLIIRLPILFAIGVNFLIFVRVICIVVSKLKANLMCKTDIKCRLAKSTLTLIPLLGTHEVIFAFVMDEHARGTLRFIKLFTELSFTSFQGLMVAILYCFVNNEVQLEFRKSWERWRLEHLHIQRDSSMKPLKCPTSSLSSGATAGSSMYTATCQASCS
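Readout was luciferase luminescence, measured 12 min after detection reagent at room temperature. Beforehand, GLP-1R reporter HEK293 cells had sat 12 h, then received compounds for 24 hr at 37 deg C.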
TDP43 rescue = qHTS of TDP-43 Inhibitors | Potency, µM (titrated, usually from 46.1 µM), for inactives: at the highest dose growth rescue (activation), most hits filed as activators | AID 652104, 2013 | 1.8% of 410,000 active | TDP-43 expressing yeast growth rescue, BacTiter-Glo, 24 h; further: % of control where 0% means no effect; nearly all actives have a fitted effect of over 50% in size
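In this qHTS, compounds that restore growth of yeast expressing TDP-43 appear as activators. Cells (OD600=0.02, galactose medium, raffinose-pregrown) are incubated with compound 24 hr at 30 deg C and growth is quantified by BacTiter-Glo.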
SW480 rerep = A quantitative high throughput screen for small molecules that induce DNA re-replication in SW480 colon adenocarcinoma cells; 1.8% of 340,000 active; Potency, µM (doses to about 46.1 µM), inactives show at the highest dose re-replication activation, most hits filed as activators; SW480 DNA re-replication, Hoechst DNA content imaging, 48 h; further: % of control where 0% means no effect; nearly all actives have a fitted effect of over 55% in size
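Quantitative HTS format with DMSO vehicle controls; 48 hr drug incubation at 37 C, then 40 min Hoechst staining and scanning imager measurement at 405 nm excitation.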
KB-V1 MDR tox = qHTS assay for MDR1-selective chemotherapeutics: Primary screen using the drug-selected MDR subline cells KB-V1; 3.4% of 400,000 active; KB-V1 MDR cells viability, CellTiter-Glo, 72 h; Potency, µM (highest dose often 46.1 µM), inactives show at the highest dose activity change, negative = cytotoxicity, actives largely listed as cytotoxic; further: on the % scale 0 is the no-effect control and ±100 the full control effect; nearly all actives have a fitted effect of over 60% in size
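KB-V1 cells (P-gp-expressing MDR subline of KB-3-1) in phenol-red-free DMEM with 10% FBS were exposed to library compounds over a concentration series for 72 h at 37 degrees C. Viability read by CellTiter-Glo luminescence; concentration-effect curves fitted after normalization.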
GLP1R ag = qHTS of GLP-1 Receptor Agonists; Glucagon-like peptide 1 receptor (Homo sapiens), P43220; HEK293 GLP-1R CRE-luciferase, luminescence, 4-6 h; cells express a hypersensitive GLP-1R form; Potency, µM (titrated, usually from 45.6 µM), for the others: at the top dose activation, actives largely listed as activators; 0.007% of 380,000 active; AID 624172, 2012; further: % of control where 0% means no effect
GLP1R cytotox = qHTS of GLP-1 Receptor Inverse Agonists: Cytotox Screen; AID 624418, 2012; HEK293 cAMP-luciferase reporter cells, luminescence, 24 h; Potency, µM (series often up to 38.3 µM), inactives show top-dose activity change, negative = inhibition, hits mostly inhibitors; 0.13% of 410,000 active;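 further: loss of luciferase light is scored as toxicity; on the % scale 0 is the no-effect control and ±100 the full control effect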
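Quantitative HTS format, 1536 wells, 200 cells/uL seeded. Compounds: 23 nL, 24 h, 37 °C. Detection: luciferase reagent, luminescence at 12 min RT; decreased signal taken as cytotoxic.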
KB-3-1 cytotox = qHTS assay for MDR1-selective chemotherapeutics: Primary screen using the parental adenocarcinoma cell KB-3-1 | KB-3-1 viability, CellTiter-Glo ATP luminescence, 72 h | Potency, µM (doses to about 46.1 µM), without a hit: at the top dose activity change, negative = cytotoxic, actives largely listed as cytotoxic | 1.4% of 400,000 active | AID 1347075, 2019; further: on the % scale 0 is the no-effect control and ±100 the full control effect; nearly all actives have a fitted effect of over 60% in size
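Cytotoxicity measured as CellTiter-Glo luminescence after 72 h at 37 C. Compound titrations were pinned onto drug-naive KB-3-1 parental adenocarcinoma cells grown in DMEM with 10% FBS, and normalized data fitted to concentration-response curves.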
HT1080NT lethal = qHTS for induction of synthetic lethality in tumor cells producing 2HG: qHTS for the HT-1080-NT fibrosarcoma cell line; 1.6% of 360,000 active; Potency, µM (doses to about 46.1 µM), for inactives: at the highest dose activity, negative = less viability, actives largely listed as cytotoxic; AID 686970, 2013; HT-1080-NT fibrosarcoma viability, CellTiter-Glo ATP luminescence, 48 h;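 further: NT is the 2HG producing partner of a matched IDH1 knockdown line; 0% = DMSO-treated cells and -100% = media-only wells without cells; nearly all actives have a fitted effect of over 55% in size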
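Viability by CellTiter-Glo luminescence after 48 h compound exposure at 37C of HT-1080-NT cells (750/well, RPMI, 5% FBS). % activity scaled between DMSO wells and medium-only wells, then curve-fitted and categorized by curve class.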
Starred values were filed as active, the others as inactive; ? = inconclusive; . = no result given; [ ] = another dose, or the depositor's remark. The call rests on the fitted dose curve; in most records, active means well fitted curve in the direction sought with a large enough effect; inconclusive means small, poorly fitted or top-dose-only effect, or another doubt; inactive means no such curve, though single readings can be large; an effect the other way counts as inactive or inconclusive. Potency means the concentration at half of the fitted maximal effect. Compounds as they come; about 9.4% have a hit in one of these screens.

SMILES	HT1080 IDH1KD tx	GLP-1R inv ag	TDP43 rescue	SW480 rerep	KB-V1 MDR tox	GLP1R ag	GLP1R cytotox	KB-3-1 cytotox	HT1080NT lethal
O=C(NC1CCCC1)C(c1ccco1)N1CCC(O)(c2ccc(Cl)cc2)CC1 (stereo not given)	7%	0%	13%	.	?	.	-2%	-19%	9%
CCOC(=O)C1(Cc2cccc(OC)c2)CCN(C2CCOCC2)CC1	-15%	-11%	-14%	7%	-3%	9%	-5%	1%	2%
CC(C)OC(=O)c1cccnc1N1CCN(c2ccc(F)cc2)CC1	-1%	-3%	2%	3%	-30%	4%	4%	-7%	2%
Cn1c(=O)n(CC(=O)N2CCN(c3nnc(-c4ccccc4)c4ccccc34)CC2)c2ccccc21	-2%	-6%	17%	1%	?	3%	-15%	-10%	13%
Nc1nnc(SCC(=O)Nc2cc(C(F)(F)F)ccc2N2CCOCC2)s1	2%	0%	-9%	-12%	-7%	6%	4%	-18%	2%
O=C(OCc1nnc(-c2ccccc2)o1)C1CC(=O)N(CCc2ccccc2)C1 (stereo not given)	-3%	7%	3%	-1%	?	-5%	6%	-2%	-3%
COc1cccc(Nc2nnc(SCn3nnc4ccccc4c3=O)s2)c1	-6%	-1%	-15%	-1%	-4%	5%	?	-12%	1%
COc1ccc(NC(=O)Nc2cccs2)cc1OC	10%	5%	4%	-12%	-1%	0%	1%	-2%	2%
CC(CCc1ccccc1)NC(=O)C(=O)N1CCOCC1 (stereo not given)	7%	-1%	12%	0%	17%	5%	10%	2%	6%
CC(C)Cc1nnc(NC(=O)c2cc(-c3ccncc3)nc3ccccc23)s1	-6%	1%	-9%	6%	-1%	7%	0%	1%	-1%
CCCNC(=O)C1(C)CCCN(C(=O)COCc2ccccc2)C1 (stereo not given)	15%	23%	9%	.	-10%	-5%	-3%	0%	23%
COCCNC(=O)c1onc(CSc2cccc(OC)c2)c1C(=O)NCCOC	4%	1%	5%	-8%	-4%	-4%	13%	17%	?
O=C(c1cc2c(ccc3ccccc32)oc1=O)N1CCCC1	8%	26%	17%	-1%	-3%	5%	81%[activator]	2%	8%
N#Cc1ccc(OCC(=O)n2cc(C(=O)c3cc(Cl)cc(Cl)c3O)cn2)cc1	0%	-27%	?	1%	-22%	-3%	3%	-9%	0%
CCc1ccc(NC(=O)CNC(=O)Cn2ccc3ccccc3c2=O)cc1	?	13%	-4%	-14%	17%	3%	-3%	18%	10%
Cc1ccc2[nH]c(C(F)(F)F)cc(=O)c2c1	?	-3%	-21%	?	?	2%	?	-7%	-25%
Cc1nc2cc3ccccc3cc2n1C	18%	14%	-12%	1%	-15%	-1%	-13%	-11%	21%
O=C(CCC(=O)N/N=C/c1ccc(Br)s1)NCc1ccccc1	2%	6%	-2%	-4%	12%	-2%	-2%	0%	7%
O=C1C(=O)c2ccccc2C([O-])=C1[n+]1ccccc1	0%	-4%	5%	2%	-3%	-5%	4%	-8%	-2%
O=C(Nc1nnc(COc2ccc(F)cc2)s1)Nc1ccccc1F	20%	2%	-8%	3%	-5%	0%	8%	9%	18%
Cc1ccc(CN(C(=O)c2csnn2)C(C(=O)NC2CCCC2)c2ccccn2)cc1 (stereo not given)	2%	10%	-3%	-34%[inhibitor]	-7%	9%	-1%	5%	1%
COc1ccccc1S(=O)Cc1ccc(C(=O)O)o1 (stereo not given)	-21%	0%	-4%	-6%	2%	-6%	0%	-1%	20%
CCOC(=O)c1c(S(=O)(=O)N2CCN(c3ccccc3OC)CC2)c(C)n(C)c1C	.	6%	-12%	.	-14%	.	0%	16%	.
CC(CCc1ccccc1)NC(=O)COC(=O)c1ccc(NC(N)=O)cc1 (stereo not given)	21%	-8%	12%	-14%	-1%	9%	-9%	11%	17%
CC(=O)Nc1cccc2cc(O)ccc12	2%	2%	-20%	1%	0%	3%	10%	0%	12%
C=C(C)CN(CC)c1ccc(N2C(=O)CCCC2=O)cc1[N+](=O)[O-]	0%	-4%	10%	-1%	11%	0%	-2%	5%	1%
CC1=CC2=NC(=O)/C(=C\c3ccc(-c4cccc(Cl)c4)o3)C(=N)N2O1	8.2µM*	2%	29%	18%	?	-2%	79%[activator]	4.1µM*	10µM*
O=C(Nc1ccc(S(=O)(=O)Nc2ncccn2)cc1)c1ccc(F)c(S(=O)(=O)N2CCOCC2)c1	1%	1%	-15%	-16%	4%	-3%	-2%	5%	0%
CC(=O)c1ccc(NC(=O)c2cc(-c3cccs3)on2)cc1	-3%	22%	0%	4%	-21%	7%	-2%	-6%	-9%
N=c1c(C(=O)NCc2ccc3c(c2)OCO3)cc2c(=O)n3ccccc3nc2n1CC1CCCO1 (stereo not given)	-18%	30%	-11%	23µM*	18%	0%	22%	?	-22%
COc1ccc(/C=C(\C#N)c2n[nH]c(Cn3cncn3)n2)cc1	-2%	17%	-19%	?	21%	7%	-1%	0%	1%
COc1ccccc1-n1nnnc1SCc1ccccc1	-10%	?	?	7%	-9%	23%	1%	8%	-11%
O=CN1CCN(C(=O)Cc2ccc(Cl)cc2)CC1	1%	0%	12%	.	27%	4%	7%	2%	2%
O=C(Cn1c2ccccc2c(=O)c2ccccc21)N/N=C/c1ccc(N2CCCC2)c([N+](=O)[O-])c1	0%	8%	14%	0%	9%	-12%	-1%	0%	-2%
Cc1ccc(C(=O)Nc2ccc(N3CCOCC3)nc2N2CCOCC2)cc1	1%	6%	-15%	12%	?	0%	12%	6%	-2%
COc1ccc(-c2c(C)n([O-])c3c([n+]2=O)CCCCC3)cc1OC	20%	12%[0.307 µM]	-14%	-2%	3%	5%	-1%[0.307 µM]	7%	0%
O=C(Oc1ccccc1-c1csnn1)c1cccs1	2%	16%	29%	-5%	10%	2%	0%	9%	-1%
COc1cccc(NC(=O)CSc2nc(=O)n(CCN(C)C)c3c2CCCC3)c1	6%	-26%	15%	1%	-14%	3%	1%	-1%	0%
O=C(N/N=C/C(Br)=C/c1ccccc1)NC1CCCCC1	?	?	?	?	10%	22%	-20%	9%	?
COc1ccc(Nc2c3c(c(C#N)c4nc5ccccc5n24)CCC3)cc1	-7%	3%	25%	23%	-4%	-12%	7%	5%	-1%
COc1ccccc1/C=C/C=N/N1CCN(Cc2ccccc2)CC1	19%	21%	-10%	-3%	-7%	3%	19%	-2%	22%
CCOc1ccc(S(=O)(=O)Nc2ccc(C(=O)N3CCC3)cc2)cc1	-6%	11%	3%	-2%	?	-1%	0%	-15%	-2%
CC(C)Oc1ccc(C(CC(=O)O)NC(=O)Cc2ccccc2)cc1 (stereo not given)	9%	6%	3%	-14%	25%	-4%	-1%	11%	23%
CCc1nc2c(OCCc3cccc(OC)c3)cccn2c1N(C)C(=O)c1ccc(C)cc1	-11%	-18%	12%	.	?	11%	2%	0%	-2%
CCC(Oc1ccccc1)C(=O)Nc1cccc(OCc2cc(=O)n3cccc(C)c3n2)c1 (stereo not given)	.	-10%	-17%	.	17%	.	-6%	-4%	.
N#Cc1c(SCc2ccccc2)sc(C(=O)c2ccccc2)c1N	-1%	-21%	?	3%	28%	-10%	?	16%	?
Cc1c(NC(=O)NC2CCCCC2)cccc1[N+](=O)[O-]	-7%	-24%	-5%	-84%[inhibitor]	0%	4%	-3%	-3%	-3%
O=C(NNC(=O)c1cccs1)c1ccc(F)cc1	29%	4%	5%	-3%	-1%	5%	-6%	9%	21%
NC(=O)C1CCN(c2oc(-c3cccs3)nc2S(=O)(=O)c2ccc(Cl)cc2)CC1	-14%	23%	9%	-1%	4%	-13%	17%	-5%	2%
O=[N+]([O-])c1ccc2c(c1)c1ccccc1n2CCO	?	-15%	-2%	?	8.2µM*	1%	4%	?	?
O=C(CN1CCCCC1)Nc1ccc(Br)cc1[N+](=O)[O-]	-16%	-12%	17%	-4%	-5%	14%	11%	5%	15%
C[C@H](NCCc1ccc(O)cc1)[C@H](O)c1ccc(O)cc1	12%	49%[activator]	4%	-7%	9%	34%	-2%	0%	12%
COC(=O)c1ccc(OC(=O)CCN2C(=O)C3C4c5ccccc5C(c5ccccc54)C3C2=O)cc1 (stereo not given)	3%	0%	7%	-32%[inhibitor]	?	-24%	-12%	-2%	0%
O=C(NCCSc1ccc(Cl)cc1)c1ccco1	10%	0%	7.1µM*	-3%	-24%	8%	2%	1%	12%

Single records (already shown):
NC(=O)C1CCN(c2oc(-c3cccs3)nc2S(=O)(=O)c2ccc(Cl)cc2)CC1 is listed with HT1080 IDH1KD tx = -14%; GLP-1R inv ag = 23%; TDP43 rescue = 9%; SW480 rerep = -1%; KB-V1 MDR tox = 4%; GLP1R ag = -13%; GLP1R cytotox = 17%; KB-3-1 cytotox = -5%; HT1080NT lethal = 2%
COC(=O)c1ccc(OC(=O)CCN2C(=O)C3C4c5ccccc5C(c5ccccc54)C3C2=O)cc1 (stereo not given) is listed with HT1080 IDH1KD tx = 3%; GLP-1R inv ag = 0%; TDP43 rescue = 7%; SW480 rerep = -32%[inhibitor]; KB-V1 MDR tox = ?; GLP1R ag = -24%; GLP1R cytotox = -12%; KB-3-1 cytotox = -2%; HT1080NT lethal = 0%
O=C(NCCSc1ccc(Cl)cc1)c1ccco1 is listed with HT1080 IDH1KD tx = 10%; GLP-1R inv ag = 0%; TDP43 rescue = 7.1µM*; SW480 rerep = -3%; KB-V1 MDR tox = -24%; GLP1R ag = 8%; GLP1R cytotox = 2%; KB-3-1 cytotox = 1%; HT1080NT lethal = 12%
